Bioassay records as filed in PubChem BioAssay.
L929 necroptosis: L929 zVAD cell death inhibition; hit rate 0.38% among 220,000; viability rescue, % at 10 µM; L929 zVAD necroptosis rescue, ATP luminescence, 24 h; with zVAD 60 µM;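 active = activation, scaled between plate controls, above about 75%, limit read from the data; inactive = activation under that limit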;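 also: 0% = zVAD with DMSO and 100% = DMSO alone without zVAD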
TNF death inh: inhibitors of TNF-alpha induced necroptosis in Jurkat FADD-/- cells; Jurkat FADD-/- TNF necroptosis rescue, ATP luminescence, 24 h; 0 = TNF only, 100 = no-TNF cells; activation (protection from cell death), % at 10 µM; hit rate 0.068% among 220,000; AID 463075;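 active = activation, meaning protection from cell death, of at least 50% relative to plate controls; inactive = activation below 50%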;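 also: necroptosis triggered by 40 ng/mL TNF-alpha added together with compound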
Runt-SMMHC FRET: blocks binding of human RUNX1 Runt domain to CBFb-SMMHC | Cerulean-Runt/Venus-CBFb-SMMHC FRET ratio 530/480, 1 h | inhibition, % at 20 µM | hit rate 0.74% among 220,000 | AID 1434;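 active = mean inhibition across duplicate retests at 20 µM reaching about 50%, limit read from the data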;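 also: 0% = DMSO wells and 100% = wells with excess untagged CBFb-SMMHC; inhibitors lower the FRET ratio by blocking Runt binding to CBFb-SMMHC; some results filed as inactive read as strong as hits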
PERK inh: inhibitors of human PERK kinase. Q9NZJ5. CHO PERK-DD fusion, SEAP luminescence translation reporter. inhibition, % at 5.6 µM. hit rate 0.17% among 220,000. AID 1416;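 active = inhibition above the mean inhibition of all tested compounds plus 3 SD, set separately per screening campaign, cut at about 2.9% in these data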;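 also: PERK kinase domain activated by AP20187 dimerizer at 100 nM; 0% = DMSO with dimerizer and 100% = rapamycin at 8.4 µM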
RBBP9 inhibitor: human RBBP9 hydrolase inhibition; O75884; recombinant RBBP9, FP-Rh probe fluorescence polarization; inhibition, % at 7.94 µM; hit rate 0.2% among 220,000; AID 1515;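 active = inhibition above the campaign mean of all tested compounds plus 3 SD, cut at about 14% in these data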;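 also: plate controls were DMSO wells with RBBP9 for no effect and wells lacking RBBP9 protein for full effect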
Target sequence (O75884 whole entry, looked up): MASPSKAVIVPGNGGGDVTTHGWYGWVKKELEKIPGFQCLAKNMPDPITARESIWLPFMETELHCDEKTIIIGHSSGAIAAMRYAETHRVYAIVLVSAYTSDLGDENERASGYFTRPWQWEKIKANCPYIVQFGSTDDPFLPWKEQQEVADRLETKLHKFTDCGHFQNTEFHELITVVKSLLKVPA
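System: RBBP9 protein / Quantity: 2.5 µM RBBP9 dispensing solution, before mixing / Also added: Serine-hydrolase probe FP-Rh, 375 nM pre-mixing / Dosing: 7.94 µM single dose, 0.794% DMSO / Timing: enzyme-compound preincubation 30 min, then probe labeling 45 min, 25 °C / Signal: FP readout at 525/598 nm / Controls: DMSO-treated enzyme wells and wells lacking RBBP9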
EP2 mod: modulators of human EP2 prostaglandin E2 receptor | P43116 | hit rate 0.83% among 260,000 | induction, % at 25 µM | EP2-expressing cells, cAMP HTRF FRET, PGE2 co-stimulation;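 active = compounds whose cAMP rise, as percent of the full-agonist control response, exceeds 60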;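 also: rat C6 glioma line stably carrying human EP2 under a CMV promoter; the protocol text gives 20 µM as final concentration; 100% = response of wells given 1 µM PGE2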
Target sequence (P43116 whole entry, looked up): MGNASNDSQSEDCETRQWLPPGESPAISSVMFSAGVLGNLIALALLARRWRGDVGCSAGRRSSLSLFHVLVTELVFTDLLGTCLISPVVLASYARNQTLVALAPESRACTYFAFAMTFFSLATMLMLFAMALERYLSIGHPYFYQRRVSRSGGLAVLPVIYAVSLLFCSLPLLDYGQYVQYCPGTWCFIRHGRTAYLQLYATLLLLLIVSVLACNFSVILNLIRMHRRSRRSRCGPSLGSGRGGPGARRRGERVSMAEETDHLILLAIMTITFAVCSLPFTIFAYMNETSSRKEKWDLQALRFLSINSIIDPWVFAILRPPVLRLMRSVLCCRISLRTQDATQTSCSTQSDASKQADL
Runt-CBFb FRET: blocks binding of human RUNX1 Runt domain to CBFb; Q01196+Q13951; Cerulean-Runt/Venus-CBFb FRET ratio 530/480, 1 h; inhibition, % at 20 µM; hit rate 0.46% among 220,000; AID 1496;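 active = inhibition over about 50% at 20 µM in the single-dose screen, limit read from the data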;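 also: 0% = DMSO wells and 100% = excess unlabeled CBFb competitor control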
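Schedule: protein complex preformed 1 h, compound exposure 1 h, room temperature, dark; test system: Cerulean-labeled Runt domain protein; amount: 100 nM per protein; buffer or medium: Tris 50 mM pH 7.5, KCl, K2SO4, 0.01% BSA; read-out: loss of energy transfer signal; detection: FRET fluorescence; controls: 5 µM unlabeled CBFb as full-inhibition high control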
Hck Nef HTS: blocks Nef-activated human Hck kinase; Recombinant Hck-YEEI plus Nef, Z-Lyte FRET kinase assay; P08631; AID 463187; hit rate 0.68% among 220,000; inhibition, % at 20 µM;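 active = Hck-Nef kinase inhibition above about 50%, limit read from the data; inactive = inhibition below that limit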;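 also: 0% = DMSO with Hck plus Nef and 100% = Hck alone without Nef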
Target sequence (P08631 whole entry, looked up): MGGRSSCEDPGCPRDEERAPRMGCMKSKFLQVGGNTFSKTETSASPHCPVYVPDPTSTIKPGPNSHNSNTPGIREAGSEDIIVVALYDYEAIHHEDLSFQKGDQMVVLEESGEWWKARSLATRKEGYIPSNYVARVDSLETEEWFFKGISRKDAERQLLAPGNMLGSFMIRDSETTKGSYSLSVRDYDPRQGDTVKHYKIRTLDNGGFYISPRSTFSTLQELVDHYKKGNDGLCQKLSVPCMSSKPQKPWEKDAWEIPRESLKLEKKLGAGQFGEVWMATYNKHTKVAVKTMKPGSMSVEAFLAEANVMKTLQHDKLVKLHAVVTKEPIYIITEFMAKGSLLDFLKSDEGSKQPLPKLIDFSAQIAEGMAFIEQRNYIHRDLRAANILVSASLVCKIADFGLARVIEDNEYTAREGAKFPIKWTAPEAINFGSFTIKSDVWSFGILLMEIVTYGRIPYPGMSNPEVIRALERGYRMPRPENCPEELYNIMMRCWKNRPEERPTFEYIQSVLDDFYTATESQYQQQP
PGE2 EP2 inh: inhibitors of human EP2 prostaglandin E2 receptor | P43116 | C6 glioma cells expressing human EP2, cAMP TR-FRET; cells stimulated with saturating PGE2 | inhibition, % at 25 µM | hit rate 0.52% among 260,000;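 active = percent inhibition above 40 after rounding to a whole number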;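 also: rat C6 glioma host cells with rolipram phosphodiesterase inhibitor present; the protocol text gives 20 µM as final concentration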
Numbers without * were called inactive; / = no result given; & = joins results of further samples. These rows are one share of the data; count on the stated rates, not on these rows.

SMILES | L929 necroptosis | TNF death inh | Runt-SMMHC FRET | PERK inh | RBBP9 inhibitor | EP2 mod | Runt-CBFb FRET | Hck Nef HTS | PGE2 EP2 inh
COc1ccc(CNc2ncnc3cc(OC)c(OC)cc23)cc1 | 2.1 | -1.2 | -35 | -0.2 | -2 | -11 | 2 | 3 | 11
COC(=O)c1ccccc1NC(=O)N1CCN(c2ccccc2F)CC1 | 1.8 | 1.7 | -6 | 0.9 | 1 | -27 | 3 | -12 | 4
c1ccc(C(c2ccccc2)c2nc(-c3cccnc3)no2)cc1 | -0.5 | -8.8 | -2 | -0.3 | 2 | 29 | 1 | 1 | 4
COc1cccc(Cn2c(NCc3ccco3)nc3c2c(=O)n(C)c(=O)n3C)c1 | -1.6 | -12 | -4 | -1.2 | -4 | 10 | -2 | -6 | 13
CCN(c1ccccc1)S(=O)(=O)c1ccc2[nH]cc(C(=O)NCCOC)c(=O)c2c1 | -0.1 | -1.7 | -5 | -0.4 | -4 | -7 | -2 | 1 | 3
CCOC(=O)C1CCN(C(=O)COc2ccc(Cl)cc2C)CC1 | 0.4 | -0.8 | 0 | -2.0 | -2 | -19 | -2 | -2 | 2
Cc1nnc2sc(-c3ccccn3)nn12 | 0.6 | 1.2 | 3 | 0.8 | -5 | 1 | -1 | -10 | 11
CCOC(=O)c1cnn(-c2nc(-c3ccccc3F)cs2)c1C(F)(F)F | -0.1 | -1.1 | 0 | 1.3 | -2 | 45 | -4 | 1 | 3
Cc1ccc(-c2n[nH]c(=S)n2C)cc1Cl | 2.3 | -1.4 | 22 | 0.8 | -4 | -20 | 10 | 19 | 9
C=CCc1c(NCCO)nc(C)[nH]c1=O | 1.9 | 1.1 | -5 | 1.2 | -1 | 31 | 2 | 25 | 8
CCC(=O)N1CCN(c2ccnc3cc(Cl)ccc23)CC1 | 3.1 | 3.9 | 2 | -1.8 | -10 | 11 | 3 | 9 | 3
Cc1cc(C)n(-c2nc(C(F)(F)F)nc3ccccc23)n1 | 2.4 | -0.4 | -1 | 0.8 | -3 | 50 | -2 | 0 | 14
CN(C)c1ccc(CN(C(=O)COc2ccc(Br)cc2)C2CCS(=O)(=O)C2)cc1 (stereo unspecified) | -0.2 | -0.6 | 2 | -0.6 | -10 | -7 | 0 | 0 | 5
CC(=O)N1CCCc2cc(S(=O)(=O)CCC(=O)N3CCN(c4cccc(C)c4)C(C)C3)ccc21 (stereo unspecified) | 0.0 | -3.1 | 0 | -0.6 | -10 | -13 | 0 | -1 | /
Oc1ccccc1C1=Nc2ccccc2N=C(c2ccco2)C1 | 0.0 | -1.2 | -12 | -0.5 | -9 | 39 | 0 | 0 | 5
CCCn1c(/N=C/c2ccc3c(c2)OCO3)nc2ccccc21 | 0.6 | 1.1 | 2 | -1.5 | -2 | 6 | 3 | -1 | 7
COc1ccc(CNC(=O)COC(=O)CCc2c[nH]c3ccccc23)cc1 | 2.3 | 2.2 | -2 | 0.8 | -5 | -64 | 0 | 23 | 12
COc1ccccc1OCCNC(=O)Nc1cc(F)c(F)cc1Cl | 1.3 | 6.9 | 0 | 1.1 | -8 | -21 | -1 | -2 | 19
O=C(Nc1ccc(Cl)cc1)N(Cc1cccs1)Cc1cccs1 | -0.2 | 0.5 | 0 | 1.0 | -6 | 8 | 0 | 12 | 20
CCOc1ccc(-n2c(SCC(=O)Nc3cc(C)on3)nnc2-c2c[nH]c3ccccc23)cc1 | 0.1 | -2.6 | -1 | -1.0 | -7 | 1 | -1 | 13 | 5
O=C(c1cc2ccccc2oc1=O)N1CCSC1c1ccco1 (stereo unspecified) | 0.1 | -0.2 | -4 | 1.0 | -3 | 4&3 | 5 | 2 | 12&11
CN(Cc1nc(-c2ccc(C(F)(F)F)cc2)no1)C1CCOCC1 | 9.2 | 1.3 | -1 | 0.0 | -6 | -22 | -1 | 17 | 5
O=C1NN(c2ccc(Cl)c(Cl)c2)C(=O)/C1=C/c1cccc(OC(=O)c2cccs2)c1 | 0.7 | -1.0 | -2 | 0.6 | 0 | -7 | 2 | 22 | 9
O=C(Nc1ccc(Cl)c(Cl)c1)c1ccc(Cl)c(Cl)c1 | 2.1 | 1.8 | -16 | -0.2 | -76 | -9 | -2 | 13 | 7
N#CC(C#N)=C1C(=O)N(CCN2CCCCC2)c2ccccc21 | 90* | -28 | -2 | -0.4 | -1 | -36 | -1 | -1 | 3
(list continues)
SMILES | L929 necroptosis | TNF death inh | Runt-SMMHC FRET | PERK inh | RBBP9 inhibitor | EP2 mod | Runt-CBFb FRET | Hck Nef HTS | PGE2 EP2 inh
Fc1ccc(-c2nnc3n2CCCCC3)cc1 | 1.8 | -0.2 | 0 | 1.0 | -7 | 5 | -2 | 20 | 3
COc1ccccc1NS(=O)(=O)c1cc(Cl)ccc1OC | -0.6 | 0.0 | -1 | -0.4 | -4 | 12 | 0 | -6 | 13
CCCN1C(=O)/C(=C/c2ccc(C)o2)NC1=S | 22 | 5.3 | -8 | 2.0 | 0 | -4 | 0 | 38 | 5
CCCCCc1cc(=O)oc2c(C(CCN3CCCC(C)C3)c3ccc4c(c3)OCO4)c(OC)cc(OC)c12 (stereo unspecified) | 5.0 | -6.4 | -5 | / | / | 3 | -1 | 22 | 11
CCOC(=O)c1c(C)n(-c2ccc(C)cc2)c2ccc(O)c(CN(C)C)c12 | 5.7 | 0.1 | 6 | -0.4 | -2 | -43 | 19 | -4 | 9
CN(C)CCOC(=O)C12CC3CC(C1)CC(C(=O)OCCN(C)C)(C3)C2 | -0.6 | 1.2 | 2 | 1.4 | -6 | -2 | 0 | 18 | 10
CC(=O)c1sc(NC(=O)c2ccco2)nc1-c1ccccc1 | -0.3 | -1.0 | 4 | 0.8 | -8 | -14 | 2 | 1 | 13
Cn1cc(/C=N/NC(=O)c2cc3cc(Br)ccc3o2)c2ccccc21 | 0.8 | -2.9 | -35 | -0.2 | 8 | -32 | -25 | 27 | 7
CC(C(=O)c1ccc(-c2ccccc2)cc1)[n+]1cccc(NC(=O)c2ccccc2)c1 (stereo unspecified) | 3.6 | -7.2 | -11 | -0.1 | -3 | -96 | -3 | 16 | 15
CC(C)C(NS(=O)(=O)c1cccc(C(F)(F)F)c1)C(=O)O (stereo unspecified) | 0.3 | -0.4 | -1 | 0.5 | 2 | 16 | -1 | 17 | 6
CCOc1ccc(Cc2c(Cl)nc(N)nc2Cl)cc1 | -0.5 | -7.0 | -3 | -0.4 | -13 | 12 | 1 | -2 | 8
CCOc1ccccc1OCCCCOc1ccccc1F | 0.7 | 1.1 | 1 | 1.2 | -2 | 28 | -2 | 1 | 10
Cc1cc(C)nc(NC(=O)c2ccc3c(c2)OCO3)c1 | -0.1 | -1.9 | 0 | -0.2 | 0 | 7 | 1 | 8 | 6
COc1ncccc1-c1nnn(-c2ccc(C)cc2)n1 | 0.3 | -0.7 | 1 | 2.0 | -1 | 7 | -2 | -8 | 5
COc1cccc(/C=N/NC(=O)C(C)Sc2ccccc2)c1 (stereo unspecified) | 23 | 1.6 | 2 | 0.7 | -9 | -75 | -3 | 23 | 14
CCOC(=O)C(NCc1ccc(OC)cc1)(NC(C)=O)C(F)(F)F (stereo unspecified) | / | 1.4 | 4 | -0.5 | -1 | 7 | -3 | -7 | 1
CCNc1ccc(S(=O)(=O)N(C)C)cc1NCC(=O)Nc1ccccc1Br | 1.4 | 0.6 | 1 | 0.2 | -5 | -15 | 1 | 25 | 3
COc1ccc(C(=O)Oc2cccc(/C=N/NC(N)=S)c2)cc1 | -0.1 | -0.4 | -1 | 0.9 | -3 | -35 | 0 | 6 | 6
CCC1C(=O)Nc2ccccc2N1C(=O)c1ccc(Cl)nc1 (stereo unspecified) | 1.0 | -0.1 | -4 | 0.2 | -11 | 39 | 3 | 17 | -1
CN1c2ccccc2C(C)(C)[C@]12C=Cc1cc(O)ccc1O2 | -0.1 | -12 | -7 | -0.1 | -42 | -6 | 10 | 4 | 9
O=C(COC(=O)c1cccc2ccccc12)NCC1CCCO1 (stereo unspecified) | -1.9 | -0.7 | 2 | 0.2 | -7 | -19 | 1 | -60 | 4
Cc1cc(C)c2c(c1)/C(=N/NS(=O)(=O)c1ccc(Br)cc1)CCC2 | 1.4 | 1.3 | -6 | 0.5 | -5 | 47 | 1 | 8 | /
Cc1n[nH]c(=S)n1-c1cccc(Cl)c1 | 1.2 | 1.3 | 11 | 1.7 | -9 | 3 | 6 | 2 | 7
COc1ccccc1/C=C/C=C1N=C(/C=C/c2ccc(Cl)cc2)OC/1=O | 0.1 | -1.2 | -40 | -0.5 | -3 | 29 | -10 | 3 | 12
CC(=O)NCCc1nc2ccccc2n1CCOc1ccc(C)cc1 | -0.3 | 3.2 | 0 | -1.1 | -12 | 2 | 2 | 20 | 8
(next part)
SMILES | L929 necroptosis | TNF death inh | Runt-SMMHC FRET | PERK inh | RBBP9 inhibitor | EP2 mod | Runt-CBFb FRET | Hck Nef HTS | PGE2 EP2 inh
Cc1cc2ccccc2c(=O)n1CC(=O)NCC(=O)N1CCCC(C)C1 (stereo unspecified) | 0.0 | 0.0 | 1 | -0.6 | -2 | 42 | 0 | 1 | 11
Cc1cccc(NC(=O)C2CCCN2S(=O)(=O)c2cccc3cccnc23)c1 (stereo unspecified) | 0.8 | -2.3 | 0 | -0.3 | -6 | -3 | 1 | 3 | 23
C[C@H](NC(=O)c1[nH]cnc1C(=O)Nc1ccccc1)C(=O)OC(C)(C)C | 0.1 | 1.2 | 0 | / | / | 14 | -3 | 31 | 9
CNC(=S)NNC(=O)c1ccc(C(C)(C)C)cc1 | 0.5 | -0.7 | 2 | 0.4 | -2 | -16 | 2 | 6 | 9
Cc1ccc(N2C(=O)C(NC(=O)c3ccccc3F)(C(F)(F)F)C3=C2CC(C)(C)CC3=O)cc1 (stereo unspecified) | 1.6 | 1.2 | 2 | 0.1 | -2 | 14 | -4 | 2 | 2
O=C1CC(c2cc3c(cc2Br)OCO3)C2=C(CCCC2=O)N1 (stereo unspecified) | -0.3 | -3.1 | -1 | 0.0 | -6 | 28 | -2 | 2 | /
CC1CCc2nc(NC(=O)C3CCCO3)sc2C1 (stereo unspecified) | 0.2 | -0.4 | 2 | -0.2 | -6 | 19 | 1 | 3 | 6
COc1ccccc1NC(=O)CSc1nnnn1-c1ccc(C(=O)O)cc1 | 8.2 | 0.6 | 0 | 0.1 | 4 | 25 | 0 | 23 | 2
CCCN(C(=O)c1ccco1)c1nnc(-c2ccccc2C)s1 | 7.9 | 1.3 | -7 | 0.3 | -4 | 51 | -1 | 16 | 17
CC1=NN(c2ccc(S(=O)(=O)O)cc2Cl)C(=O)C1 | 2.4 | -0.3 | 4 | 0.1 | 3 | 12 | 5 | 21 | 14
O=C(O)c1ccccc1S(=O)(=O)Cc1ccccc1 | 1.1 | 1.4 | -2 | 0.9 | -4 | 8 | 0 | -3 | 7
